# From PubChem BioAssay
# M. tuberculosis: growth inhibition of non-replicating M. tuberculosis (AID 488890); Mycobacterium tuberculosis non-replicating, growth inhibition; higher % means a stronger effect; inhibition, % at 25 µM; hits with a dose series show IC50 in µM; 0.39% of 320,000 active; in the data active = a potency from the dose series; inconclusive = inhibition mostly from about 82% at the one dose, without a potency; inactive = the rest, 99 in 100 with inhibition below about 76%;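 note: plate controls were DMSO cells for no effect and high antibiotic wells for full effect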
# influenza NS1A: NS1A inhibition, H1N1 influenza, cell based functional assay (AID 504329); NS1A functional cell-based assay, percent inhibition; higher % means a stronger effect; one-dose inhibition, % at 12.5 µM; IC50 in µM for titrated hits; 0.3% of 340,000 active; in the data active = a potency from the dose series; inconclusive = inhibition above about 27% without an active follow-up result; note: strong numbers were not always called active
# M. tuberculosis HTS: M. tuberculosis growth inhibition, HTS (AID 449762). M. tuberculosis H37Rv growth inhibition, 7H9 media; higher % means a stronger effect. one-dose inhibition, % at 25 µM; IC50 in µM for titrated hits. 0.59% of 330,000 active; in the data active = a potency from the dose series; inconclusive = inhibition above about 70% without an active follow-up result;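 note: bacterial growth assessed after seven days of incubation; strong numbers were not always called active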
# inhibitors of VEEV: inhibitors of VEEV TC-83 cytopathic effect, confirmation, Vero cells (AID 588727); Vero cells, VEEV TC-83 cytopathic effect inhibition; higher % means a stronger effect; inhibition, % at 20 µM; hits with a dose series show IC50 in µM; 0.13% of 350,000 active; in the data active = a potency from the dose series; inconclusive = inhibition mostly from about 14% at the one dose, without a potency; inactive = the rest, 99 in 100 with inhibition below about 12%; note: strong numbers were not always called active
# Salmonella PhoP GFP: PhoP regulon inhibitors, Salmonella typhi PhoP promoter GFP reporter, confirmatory (AID 1850); Salmonella Typhi PhoP-promoter GFP reporter, fluorescence, 4 h; higher % means a stronger effect; inhibition, % at 50 µM, or IC50 in µM where a hit was titrated; 0.33% of 310,000 active; in the data active = a potency from the dose series; inconclusive = inhibition mostly from about 25% at the one dose, without a potency; inactive = the rest, 99 in 100 with inhibition below about 19%;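 note: 0% = induced wells with vehicle and 100% = uninduced wells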
# inhibitors of VEEV 10K pilot screen: further read-out of inhibitors of VEEV, marked with its call; inhibition, %; measured here: 10K pilot screen inhibition
# The depositor's hits bear a star; i = inactive; ? = inconclusive; nt = no result given.
SMILES,M. tuberculosis,influenza NS1A,M. tuberculosis HTS,inhibitors of VEEV,Salmonella PhoP GFP,others
COCCN(C(=O)COC(=O)COc1ccc2c(c1)CCC2)c1c(N)n(Cc2ccccc2)c(=O)[nH]c1=O,55%,-15%,?,2.0%,-5%,
O=C(NCC(c1cccnc1)N1CCN(c2ccccc2F)CC1)c1ccccc1 (stereo unspecified),15%,8%,1%,i,0%,
COc1cccc(CNC(=O)COc2cc3c(c4oc(=O)cc(C)c24)CCC(C)(C)O3)c1,36%,-5%,-2%,8.5%,15%,
CCCCc1nc2ccccc2c(=O)n1NC(=O)c1c(O)c2ccccc2n(C)c1=O,-5%,-9%,10%,1.5%,1%,
COc1cccc(C(=O)Nc2nnc(S(=O)(=O)N3CCCC3)s2)c1,15%,5%,5%,1.5%,1%,
O=C(CCS(=O)(=O)c1ccc(Br)cc1)N1CCCCCC1,2%,9%,9%,0.2%,-1%,
Cc1ccc(-c2nnc(NCCCO)c3ccccc23)cc1,-4%,0%,9%,3.6%,-13%,
O=C(CSc1nnc(-c2ccccc2)n1-c1ccc(Cl)cc1)N/N=C/c1ccccc1C(=O)O,3%,-8%,-4%,i,-3%,
O=C(c1ccccc1NS(=O)(=O)c1ccc(Br)s1)N1CCOCC1,3%,-2%,-7%,i,-9%,
CC(=O)OC1CCC2(C)C(CC(=O)C3C2CCC2(C)C(OC(C)=O)CCC32)C1 (stereo unspecified),nt,-14%,nt,i,nt,
CCc1sc(C(=O)Nc2cccc(C(C)=O)c2)cc1C,39%,8%,5%,0.2%,-15%,
Cc1cccc(N2C(=O)CC(N3CCN(c4cccc(C(F)(F)F)c4)CC3)C2=O)c1 (stereo unspecified),14%,-1%,-6%,0.1%,7%,
CNC(=O)COC(=O)c1ccc(-c2nc3ccccc3s2)s1,5µM*,18%,2.1µM*,2.5%,-3%,
CC(=O)N1CCN(c2ccc(NC(=O)c3ccc(Br)o3)cc2Cl)CC1,56%,4%,6%,7.6%,21%,
Cc1noc(C)c1CCC(=O)NC1CCCN(Cc2ccc(Cl)cc2)C1 (stereo unspecified),11%,-5%,-4%,6.2%,-7%,
COc1cc(C2C(=O)c3ccccc3C2=O)ccc1O,32%,-11%,-2%,0.4%,-1%,
O=c1[nH]c2ccc(S(=O)(=O)N3CCN(C4CCCCC4)CC3)cc2[nH]c1=O,10%,12%,-7%,1.5%,-8%,
COc1ccc(C(=O)N/N=C\c2coc3ccccc3c2=O)cc1,nt,-5%,2%,1.9%,8%,
COc1ccc(S(=O)(=O)N(C)c2ccc(C(=O)NCC3CCCO3)cc2)cc1OC (stereo unspecified),13%,4%,4%,i,-8%,
Cc1ccc(-c2nnc(N3CCCCC3)c3ccccc23)cc1S(=O)(=O)N(C)C,-2%,-4%,1%,0.1%,0%,
C/C=C(\C)C(=O)OC1C(C)=C2C(C1OC(=O)CCCCC)C(C)(OC(C)=O)CC(OC(=O)CCC)C1(O)C2OC(=O)C1(C)O (stereo unspecified),18%,nt,?,nt,-5%,
COc1ccc(CNC(=O)c2ccc(CS(=O)(=O)Cc3ccccc3F)o2)cc1,7%,-14%,1%,2.4%,5%,
O=C(NCc1ccco1)C1c2ccccc2Oc2ccccc21,-2%,1%,-6%,0.5%,-3%,
Fc1ccccc1-c1nc(NCc2ccco2)c2ccccc2n1,36%,-4%,1%,i,-5%,
COc1cccc(-c2nn(-c3ccc(C)cc3)cc2C(=O)NCC(c2cccs2)N2CCOCC2)c1 (stereo unspecified),8%,-5%,33%,8.7%,-2%,
CN(C)c1ccc(/C=N/N=C2/NC(=O)/C(=C/c3ccc([N+](=O)[O-])cc3)S2)cc1,4%,18%,-2%,3.5%,9%,
O=[N+]([O-])c1ccc2nc(-c3ccccc3)n(OCc3ccc(Cl)cc3)c2c1,25%,10%,-7%,1.7%,-4%,
CN(Cc1cnccn1)C(=O)C1CCC(=O)N(CCc2ccc(Cl)cc2)C1 (stereo unspecified),6%,-2%,2%,1.2%,8%,
CCS(=O)(=O)c1nc2ccccc2n1CC(=O)N1CCCCC1,-9%,-1%,0%,0.3%,-6%,
COc1cc(OC)cc(C(=O)OCCCOC(=O)c2cc(OC)cc(OC)c2)c1,-1%,16%,5%,3.9%,-11%,
O=C(Nc1cccc(Cl)c1)c1ccc(NCCCN2CCOCC2)c([N+](=O)[O-])c1,15%,8%,70%,7.7%,3%,
Cc1cc(C(=O)NN=C2CCCCCC2)c(C)o1,-8%,-5%,-10%,3.9%,14%,
COC(=O)c1c(NC(=S)NNS(=O)(=O)c2ccc(OC)cc2OC)sc2c1CCCCCC2,?,-7%,0%,4.2%,-9%,
COc1ccc(/C=N/Nc2nccnc2Cl)cc1,41%,0%,-4%,0.6%,15%,
COc1ccc2[nH]cc(C(=O)CN3CCN(C(=O)c4ccco4)CC3)c2c1,15%,7%,10%,9.5%,-6%,
O=C(NCCCN1CCOCC1)c1ccc2c(=O)n(Cc3cccc(Br)c3)c(=S)[nH]c2c1,19%,7%,5%,3.9%,6%,
CCC(=O)N(Cc1cc(=O)[nH]c2ccccc12)C1CCCCC1,11%,4%,-2%,3.6%,4%,
CCC(=O)NC(=S)Nc1ccc(NC(=O)c2ccco2)c(OC)c1,47%,1%,-2%,4.5%,-5%,
COc1ccccc1N(C)S(=O)(=O)c1ccc(C(=O)OCC(=O)NCCC2=CCCCC2)cc1,1%,-11%,-7%,1.2%,-5%,
CCC(C)(C)n1nnnc1C(C(C)C)N(Cc1cccnc1)Cc1ccco1 (stereo unspecified),9%,2%,-8%,i,8%,
COc1ccc(-n2cc(CN(C)Cc3n[nH]c(=O)[nH]3)c(-c3cccc(F)c3)n2)cc1,5%,-8%,4%,0.3%,-14%,
CC(=O)N1CCN(C(=S)NC(=O)c2c(-c3ccccc3Cl)noc2C)CC1,0%,-2%,1%,0.1%,1%,
Cc1ccccc1NC(=O)Nc1cnccn1,-9%,9%,-2%,4.7%,-10%,
O=C(Cc1ccsc1)NCC(=O)Nc1ccc(F)c(F)c1,6%,-2%,-14%,1.9%,-11%,
COc1cccc(-n2cc(CN(C)Cc3nc(Cc4cccc(F)c4)no3)cn2)c1,41%,2%,4%,4.8%,6%,
COc1ccc(-n2c(SCC(N)=O)nnc2-c2ccccc2F)cc1,14%,1%,4%,1.8%,-8%,
COc1ccc(NC(=O)Nc2cccc(C)n2)cc1,5%,-3%,-4%,2.6%,0%,
CSc1ccccc1-n1nnnc1SCC(=O)Nc1ccccc1C,-3%,-5%,-7%,i,-1%,
FC(F)(F)c1nnc2ccc(N3CCCCC3)nn12,nt,nt,11%,i,4%,
CCCc1nc(C)cc(N2CCN(c3ccccc3)CC2)n1,nt,24%,3%,0.6%,-3%,
# Next section.
SMILES,M. tuberculosis,influenza NS1A,M. tuberculosis HTS,inhibitors of VEEV,Salmonella PhoP GFP,others
Oc1ccc(Br)cc1/C=N/n1c(-c2ccccc2)n[nH]c1=S,14%,-1%,-9%,2.1%,-4%,
Cc1cc(C)c(OC2(c3ccccc3)OC(=O)c3ccccc32)c(C)c1 (stereo unspecified),8%,3%,0%,i,4%,
Cc1ccc(C(C(=O)NC2CCCCC2)N(Cc2ccco2)C(=O)Cn2cnc3ccccc32)cc1 (stereo unspecified),36%,-8%,8%,3.1%,-9%,
O=[N+]([O-])c1cccc(-c2nnc(-c3ccc4c(c3)OCO4)o2)c1,58%,-7%,3%,1.4%,-2%,
O=C(CSc1nnnn1-c1ccccc1)Nc1ncc(Cc2cc(Cl)ccc2Cl)s1,3%,-6%,3%,5.3%,-14%,inhibitors of VEEV 10K pilot screen=3.7
COc1cccc(C(=O)Nc2cccc(OCC(=O)O)c2)c1,11%,3%,1%,1.2%,9%,
O=C(NC1CCCCCC1)C1Cc2ccccc2CN1C(=O)c1ccco1 (stereo unspecified),10%,-3%,-5%,1.9%,16%,
Cn1cc(C[C@H](NC(=O)OC(C)(C)C)C(=O)N[C@@H](CO)Cc2ccccc2)c2ccccc21,22%,2%,8%,0.6%,-1%,
O=C(c1cccc(N2C(=O)C3CC=CCC3C2=O)c1)N1CCCc2ccccc21 (stereo unspecified),2%,0%,4%,0.5%,-21%,
CC(=O)N1CCN(C(=S)NCc2ccccc2)CC1,3%,-3%,-1%,0.9%,2%,
Cc1ccc(C2=NCCn3nc4cc(C(F)(F)F)ccc4c32)cc1,9%,5%,4%,1.9%,9%,
Cc1ccc(C(=O)NC2CC3CCC(C2)N3C)cc1 (stereo unspecified),-16%,-13%,-1%,0.9%,nt,
N#Cc1cc(-c2ccccc2)[nH]c1-c1nccc2ccccc12,15%,-5%,57%,5.3%,-2%,
Cc1cnnc2c1-c1nonc1CC2,-4%,7%,-4%,0.8%,7%,
Cc1ccc(S(=O)(=O)N(C)c2ccc(OC(=O)c3ccc(N4CCCC4=O)cc3)cc2)cc1,-4%,-4%,11%,3.3%,-5%,
Cc1cc(C)c(S(=O)(=O)N(CC(=O)O)C2CCCCC2)c(C)c1,4%,-2%,-2%,2.1%,6%,
CCCN(C(=O)c1c(CC)noc1C)c1c(N)n(Cc2ccccc2)c(=O)[nH]c1=O,-1%,-13%,7%,0.6%,7%,
CC(=O)c1ccc(NC(=O)N2C3CCC2CC(O)(c2cccnc2)C3)cc1 (stereo unspecified),-12%,-6%,-4%,i,-10%,
O=c1nc(/C=C/c2ccc(Cl)cc2Cl)cc(C(F)(F)F)[nH]1,?,-5%,0%,6.3%,-2%,
Cc1nn(CC(=O)Nc2ccc(Cl)c(S(=O)(=O)N(C)C)c2)c(C)c1[N+](=O)[O-],11%,0%,-3%,1.6%,-4%,
COCCNC(=O)c1cnn2c(C(F)F)cc(-c3ccccc3)nc12,22%,-9%,-5%,0.7%,-2%,
Cc1cccc(C2CN(C)CCc3c2cc(O)c(O)c3Cl)c1 (stereo unspecified),-3%,8%,22%,i,5%,
Cc1cc(N2CCN(C)CC2)nc2ccc(NC(=O)c3ccc4c(c3)OCO4)cc12,?,5%,?,9.2%,7%,
S=C(NCC(c1ccco1)N1CCCC1)Nc1ccccc1 (stereo unspecified),7%,-2%,-5%,0.8%,-3%,
C=CCN1C(=O)c2ccccc2Sc2ccc(C(=O)NCC(OC)OC)cc21,2%,-17%,0%,0.0%,-2%,
COc1ccccc1C(=O)OCC(=O)NC(C)CCc1ccccc1 (stereo unspecified),20%,-18%,2%,i,5%,
CC(=O)N1CCn2c3c(c(=O)c4cc(C)ccc42)CCC31 (stereo unspecified),18%,-1%,3%,0.8%,6%,
CC(NC(=O)c1ccc2c(=O)n3c(nc2c1)CCC3)c1ccc(S(N)(=O)=O)cc1 (stereo unspecified),-8%,-6%,-8%,2.4%,4%,
Cc1ccc(S(=O)(=O)Nc2ccc(N3CCCCC3)cc2)cc1,-2%,6%,-9%,0.4%,4%,
COc1ccc2c(Cl)c(C(=O)NN)sc2c1,6%,-7%,35%,4.4%,-2%,
O=C(Oc1ccc(C(=S)N2CCC(O)CC2)cc1)c1ccc(Cl)cc1,?,-7%,2%,i,-5%,
